VLA-4 inh: inhibition in a human VLA-4 binding assay | inhibition, % (about 7 µM as worked out from the volumes in the protocol) | VLA-4 expressing cells, ligand binding flow cytometry | 330,000 tested, 0.2% active | P13612; in the data active = inhibition above about 50%
LAP4-GFP MLPCN: modulators of TOR pathway LAP4-GFP in S. cerevisiae. S. cerevisiae LAP4-GFP multiplex, flow cytometry GFP, 3 h; median GFP as percent of DMSO wells. GFP response vs DMSO, % at 10 µM. 320,000 tested, 0.34% active;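 active = GFP response vs DMSO above a set limit, about the screen mean plus 3 SD, cut at about 150% in these data; inconclusive = under 70 cell events counted for the yeast strain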
CIT2 TOR yeast: alters CIT2-GFP fluorescence in TOR pathway yeast screen; S. cerevisiae CIT2-GFP strain, flow cytometry, 3 h; 100 means same as DMSO wells; GFP response vs DMSO, % at 10 µM; 320,000 tested, 0.065% active; AID 2029;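 active = GFP response relative to DMSO above a set limit, near the screen mean plus 3 SD, cut at about 150% in these data; inconclusive = Fewer than 70 cells measured for a yeast strain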;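 note: ratio of well median GFP fluorescence to mean of DMSO wells on the plate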
RPL19A-GFP yeast: yeast TOR pathway RPL19A-GFP modulation | S. cerevisiae RPL19A-GFP strain, flow cytometry, 3 h; hits give low values | percent response vs DMSO, % at 10 µM | 330,000 tested, 0.3% active | AID 2025;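 active = percent response vs DMSO below 50%; inconclusive = fewer than 70 events counted for the yeast strain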;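 note: median channel GFP fluorescence of the barcoded RPL19A-GFP strain; ratio of sample median GFP to plate DMSO average so 100% = DMSO; lower means less RPL19A-GFP as with rapamycin TOR inhibition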
GRK2 inh: blocks RNA aptamer binding to human GRK2. bead flow cytometry, FAM-aptamer displacement from GRK2. inhibition of aptamer binding, % at 10 µM. 330,000 tested, 0.59% active. AID 488847;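 active = inhibition of aptamer binding above 40%, roughly 3 SD of noise, on plates passing a quality check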;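 note: median bead fluorescence of bound FAM aptamer so fluorescent compounds give negative values; no value below 0 was filed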
AGP1-GFP MLPCN: yeast TOR pathway AGP1-GFP modulation; S. cerevisiae AGP1-GFP multiplex flow cytometry, 3 h; GFP as percent of DMSO wells; GFP response vs DMSO, % at 10 µM; 320,000 tested, 0.02% active; AID 2066;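 active = GFP response relative to DMSO above a set limit, near screen average plus 3 SD, cut at about 150% in these data; inconclusive = fewer than 70 cells counted for the yeast strain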;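 note: median GFP channel fluorescence of the gated AGP1 strain per well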
MEP2-GFP yeast: alters MEP2-GFP fluorescence in TOR pathway yeast screen; S. cerevisiae MEP2-GFP strain, flow cytometry GFP, 3 h; 100% = DMSO control level; GFP response vs DMSO, % at 10 µM; 330,000 tested, 0.51% active; AID 2016;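 active = GFP response versus DMSO above a set limit, roughly screen mean plus 3 SD, cut at about 180% in these data; inconclusive = fewer than 70 cells counted for a yeast strain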;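 note: median GFP fluorescence of the barcode-gated MEP2-GFP cells per well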
JMJD2C inh: human JMJD2C demethylase inhibition; Q9H3R0; GST-JMJD2C(1-420) H3K9me3 demethylation, DELFIA europium; inhibition, % at 2.35 µM; 330,000 tested, 0.069% active;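 active = more than half of a compound's replicate wells show inhibition beyond 50%, single wells judged on their own value; inconclusive = some, but no more than half, of replicates pass 50% inhibition; inactive = no replicate passes 50% inhibition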;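 note: signal counts dimethyl H3K9 product captured on neutravidin plate; 0% = median of DMSO wells and 100% = 0.3 times that DMSO median; strong numbers were not always called active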
Target sequence (Q9H3R0 1-420 limits assumed): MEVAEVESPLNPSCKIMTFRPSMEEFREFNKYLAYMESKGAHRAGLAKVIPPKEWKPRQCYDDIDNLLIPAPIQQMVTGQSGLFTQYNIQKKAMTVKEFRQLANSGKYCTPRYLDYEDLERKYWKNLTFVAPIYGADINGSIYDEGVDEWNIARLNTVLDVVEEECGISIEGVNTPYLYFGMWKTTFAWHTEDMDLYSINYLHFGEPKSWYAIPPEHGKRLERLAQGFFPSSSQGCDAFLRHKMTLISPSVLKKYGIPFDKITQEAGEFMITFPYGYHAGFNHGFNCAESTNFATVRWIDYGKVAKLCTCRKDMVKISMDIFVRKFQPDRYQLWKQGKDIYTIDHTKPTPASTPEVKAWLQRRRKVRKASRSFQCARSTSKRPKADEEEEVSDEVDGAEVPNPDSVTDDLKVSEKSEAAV
Active calls of the source: *; i = inactive; ? = inconclusive; nt = not tested or not shown; & = joins results of further samples.

item	smiles	MEP2-GFP yeast	JMJD2C inh	LAP4-GFP MLPCN	GRK2 inh	RPL19A-GFP yeast	VLA-4 inh	CIT2 TOR yeast	AGP1-GFP MLPCN
1	O=C(Nc1ccc(Cl)cc1)Nc1cc([N+](=O)[O-])ccc1F	96	-1	121	2	93	-10	91	102
2	Cn1cnnc1SCC(=O)Nc1ccc(F)cc1	102	i	106	40	104	0	102	105
3	O=C(CN1C(=O)c2ccccc2C1=O)Nc1cccc([N+](=O)[O-])c1	103	16	95	1	105	7	108	104
4	COc1ccccc1NC(=O)Nc1ccnn1C1CCN(C(=O)c2ccccn2)CC1	94	9	92	0	100	0	104	101
5	O=C(NC(=S)Nc1ccc(-c2nc3ncccc3o2)cc1)c1ccccc1F	109	-2	107	30	95	-5	105	100
6	O=C(c1ccc(F)cc1)N1CCN(C(=O)c2ccc([N+](=O)[O-])cc2)CC1	100	8	102	4	95	6	101	106
7	Cc1onc(-c2ccccc2)c1C(=O)N1CCN(c2ccccc2)CC1	98	9	99	1	98	7	102	102
8	CC(C)C[C@H]1CN=C(N(C)C)N1CC1CCCC1	99	0	87	0	94	-10	97	96
9	O=C(CN1C(=O)S/C(=C\c2ccccc2)C1=O)NCCCn1ccnc1	102	2	92	0	98	23	98	97
10	C=CCn1c(SCCOC)nc2c1c(=O)[nH]c(=O)n2C	98	4	106	0	97	10	97	99
11	CC(C)(C)N1C(=O)[C@H]2[C@@H](c3ccc(Br)cc3)N3C(=O)N(c4cccc(F)c4)C(=O)[C@@]3(C)[C@H]2C1=O	97	9	123	2	97	13	67	81
12	CCn1nnnc1SCC(=O)Nc1ccc2c(c1)OCO2	101	7	90	1	99	-3	106	101
13	Cc1ccc(S(=O)(=O)NNC(=O)Cc2cccn2C)cc1	91	24	98	0	98	46	97	97
14	CCCCOc1ccc(C(O)C(CN2CCOCC2)c2ccccc2)cc1 (stereo not drawn)	105	-5	101	0	100	-2	101	103
15	CCCCn1c(SCC(=O)N(C)C2CCS(=O)(=O)C2)nc2cc(S(N)(=O)=O)ccc21 (stereo not drawn)	100	-9	95	2	99	11	102	103
16	O=C(Oc1ccc(N(Cc2cccs2)C2=NS(=O)(=O)c3ccccc32)cc1)c1ccccc1F	100	5	102	2	100	-24	109	99
17	NC(=O)C1CCN(C(=O)c2cc(S(=O)(=O)N3CCOCC3)ccc2Cl)CC1	99	10	102	0	99	8	95	101
18	CCOc1ccc(CCNC(=O)CS(=O)Cc2nc(-c3ccccc3Cl)oc2C)cc1OCC (stereo not drawn)	113	-31	100	0	102	-3	109	108
19	CCCCc1ccc(C2C3=C(CC(C)(C)CC3=O)NC3=C2C(=O)c2ccccc23)cc1 (stereo not drawn)	103	0	89	0	102	9	98	95
20	O=C(Nc1cccn(Cc2c(Cl)cccc2Cl)c1=O)c1ccccc1Cl	88	4	96	1	96	-3	99	95
21	Cc1ccccc1-c1n[nH]c(=S)n1C	101	0	96	1	99	-9	105	100
22	O=C(CN1CCOCC1)Nc1ncc(Cc2cccc3ccccc23)s1	96	-6	93	0	96	9	93	95
23	COc1ccc(S(=O)(=O)Nc2cccc3c2O[C@H](CN(C)Cc2ccc(C(=O)O)cc2)[C@@H](C)CN([C@H](C)CO)C3=O)cc1	98	58*	98	0	99	23	102	103
24	CCC1CCCCN1Cc1nc2c(c(=O)n(C)c(=O)n2C)n1CCCc1ccccc1 (stereo not drawn)	95	6	93	2	103	-5	100	101
25	CCn1c(COc2ccccc2C)nnc1SCC(=O)NCc1ccccc1	105	25	103	4	97	14	92	104
26	O=C(Nc1ccc(F)cc1)c1ccc(Br)c(S(=O)(=O)N2CCOCC2)c1	98	-4	93	1	101	9	100	100
27	CCCC1CCC(=NNC(=S)NCCc2ccccc2)CC1 (stereo not drawn)	101	22	104	2	102	28	98	97
28	O=C(c1ccccc1)N1CCCOC1c1ccccc1 (stereo not drawn)	105	-6	102	0	99	4	101	104
29	Cc1cc(C)cc(N(CC(=O)O)S(=O)(=O)c2c(C)noc2C)c1	101	-31	99	0	99	-193	94	99
30	CCN(CC)C(=O)CSc1nc2cc3c(cc2c(=O)n1CCCC(=O)NCc1ccc(OC)cc1)OCO3	111	-16	95	0	104	-1	95	95
31	Cc1ccc(C(=O)C2=C(O)C(=O)N(Cc3cccnc3)C2c2ccc(Br)cc2)o1 (stereo not drawn)	98	-5	94	0	95	2	97	94
32	COc1ccc(OC)c(NC(=O)CCCN2C(=S)NC(C)(C)CC2C)c1 (stereo not drawn)	100	36	91	1	100	5	101	102
33	O=C(NCCc1nc2ccccc2[nH]1)c1ccco1	101	-9	101	0	103	6	95	103
34	Cc1cc(NC(=O)Cn2cnc3sccc3c2=O)no1	125	-1	125	1	93	0	123	117
35	CC(=O)c1ccc(-n2c(-c3cc(-c4ccsc4)n[nH]3)n[nH]c2=S)cc1	96	4	105	1	99	-10	95	107
36	Cc1ccc(S(=O)(=O)NC(Cc2ccccc2)C(=O)O)cc1C (stereo not drawn)	106	-20	105	0	100	9	93	93
37	C=CCNC(=O)c1ccc(-c2nc(-c3ccc(Cl)cc3Cl)cs2)cc1	111	-15	116	1	107	-16	106	109
38	Cc1ccn2c(-c3n[nH]c(=S)n3C)c(C)nc2c1	115	5	109	0	108	5	106	106
39	O=S(=O)(NCc1ccccc1)c1ccc(S(=O)(=O)NCC2CCCO2)cc1 (stereo not drawn)	105	-3	101	0	95	24	101	103
40	COc1ccc(S(=O)(=O)N(C)CC(=O)Nc2ccccc2OC)cc1	101	-9	102	2	98	2	95	97
41	COc1cccc(NC(=O)CN(C)C(=O)CCNC(=O)c2ccccc2Cl)c1	100	-8	110	5	98	11	91	98
42	CC1(C)CC2(CC(c3ccccc3)Oc3cc(O)ccc32)NC(=O)N1 (stereo not drawn)	104	-7	89	0	99	7	102	95
43	CCN(C(=O)CSc1nnc(-c2ccccc2Br)o1)C1CCS(=O)(=O)C1 (stereo not drawn)	94	21	80	1	105	22	85	98
44	CCC1(c2ccc(F)cc2)NC(=O)N(CC(=O)N2CCOCC2)C1=O (stereo not drawn)	108	5	107	0	102	3	102	98
45	O=C1/C(=N\S(=O)(=O)c2cccs2)C([n+]2ccc(CCCc3ccccc3)cc2)=C([O-])c2ccccc21	96	-9	112	3	104	11	101	109
46	CC(NS(=O)(=O)c1ccccc1)C(=O)Nc1nccs1 (stereo not drawn)	97	5	99	0	103	-7	105	107
47	Cc1cccc(C)c1NC(=O)CN(C)CC(=O)Nc1sc2c(c1C(N)=O)CCC2	91	-13	102	0	94	3	90	103
48	C[C@H](NC(=O)NCc1ccc(F)cc1)C(=O)O	103	-4	103	0	103	-1	104	102
49	O=C(COC(=O)c1cc(S(=O)(=O)Nc2ccccc2Cl)ccc1O)Nc1ccc(F)c(F)c1F	98	-3	98	5	93	-4	88	95
50	O=C(NC1=NCCS1)c1cc(Cl)ccc1Cl	103	0	85	2	104	17	114	86

Going on with the list:
item	smiles	MEP2-GFP yeast	JMJD2C inh	LAP4-GFP MLPCN	GRK2 inh	RPL19A-GFP yeast	VLA-4 inh	CIT2 TOR yeast	AGP1-GFP MLPCN
51	CSc1ccc(CN(C)C(=O)CNC(=O)c2ccc3c(c2)OCO3)cc1	107	-1	101	1	101	1	106	104
52	COCc1nc2ccccc2n1Cc1ccccc1	108	0	102	0	97	-4	102	102
53	O=C1COc2ccc(C(=O)CSc3nnc(NCc4ccccc4)s3)cc2N1	106	13	104	0	106	8	103	99
54	COc1ccc(/C=N/NC(=O)C(=O)N2CCCCCC2)cc1[N+](=O)[O-]	100	-2	106	1	103	-6	104	112
55	CCOc1ccc2nc(SCc3ccccc3C#N)sc2c1	116	3	118	0	107	1	115	113
56	CCOc1ccccc1C(=O)Nc1ccsc1C(=O)OC	95	-10	105	0	92	22	89	89
57	CC1(C)CC(=O)c2sc(NC(=O)CN3C(=O)CCC3=O)nc2C1	112	6	98	1	105	7	102	107
58	CCOc1ccc(N(CC(=O)NCc2cccs2)S(=O)(=O)c2c(C)noc2C)cc1	98	-2	103	0	99	0	101	106
59	N/C(=N/O)c1nc(N2CCCC2)nc(N(c2ccccc2)c2ccccc2)n1	96	-7	97	3	101	8	96	100
60	COc1ccc(CN(C)C(=O)c2cc(-c3ccc(OC)c(OC)c3)nc3ccccc23)c(OC)c1	106	18	90	3	103	-2	92	92
61	O=c1c2ccccc2nnn1CSc1nnc(-c2cccc(S(=O)(=O)N3CCCCC3)c2)o1	97	5	93	2	93	-5	84	94
62	CC(OC(=O)c1cccs1)C(=O)NCc1cccs1 (stereo not drawn)	94	8	93	2	95	2	93	91
63	CC(C)c1ccc(N(C)C(=O)Cc2c(C(=O)O)n(C)c3ccccc23)cc1	99	-8	105	0	101	4	85	97
64	CN(CC(=O)Nc1ccc(F)cc1)C(=O)COC(=O)Cc1cccs1	107	-3	105	0	101	-5	91	110
65	Cc1ccccc1OCC(=O)NC1=NCCS1	97	-6	96	7	94	4	90	98
66	COc1ccc(NS(=O)(=O)c2ccc3c(c2)CCO3)cc1	97	0	111	2	104	1	96	110
67	Cc1cnc(NC(=O)C2(c3ccccc3)CC2)s1	96	-8	98	0	89	3	97	nt
68	CCOc1cc(C(=O)NCCOC)cc(OCC)c1OCC	108	3	109	0	105	6	110	110
69	OCCC1CN(Cc2ccc3nonc3c2)CCN1Cc1ccsc1 (stereo not drawn)	103	-29	99	0	101	12	102	104
70	O=C(Cc1ccc(-n2c(=O)c3ccccc3n(Cc3ccccc3F)c2=O)cc1)NCC1CCCO1 (stereo not drawn)	103	1	95	1	100	20	105	100
71	Cc1ccn2c(CN(C)CCn3nc(C)cc3C)c(C(=O)N3CCCCCC3)nc2c1	110	-5	104	1	104	-1	101	102
72	OCc1cc(C(O)CNCCCCCCOCCCCc2ccccc2)ccc1O (stereo not drawn)	105&96	2&17	107&102	0&0	110&100	-11&1	108&91	95&91
73	COC(=O)CSc1nnc(CSc2nc(C)cc(C)n2)o1	106	-1	101	3	105	14	110	106
74	O=C1NN=COc2ccccc21	102	12	103	1	100	8	102	104
75	Fc1cccc(Cc2noc(CN3CCSCC3)n2)c1	100	1	108	0	107	8	101	98
76	Cn1cc(SCC(=O)NC2CCCC2)c2ccccc21	96	-1	101	3	96	5	93	98
77	CCC1CCCCN1CCNS(=O)(=O)c1ccc2c(c1)CCN2C(C)=O (stereo not drawn)	109	3	106	0	101	15	108	117
78	C/C(=N\NC(=O)c1ccncc1)c1cccs1	102	-2	99	3	109	13	102	101
79	Clc1cc2nc[nH]c2cc1Cl	92	?	122	0	97	-7	86	90
80	COc1cccc(NC(=O)COC(=O)/C=C/c2ccc(Cl)cc2Cl)c1	92	-5	97	15	97	0	100	100
81	CCC(C(=O)N1CCC(C(N)=O)CC1)n1nc(C)n2c(cc3occc32)c1=O (stereo not drawn)	103	-3	111	3	103	-4	102	106
82	Cc1ccc2nc(-c3cccc(S(=O)(=O)N4CCCC4)c3)cn2c1	95	12	87	3	98	2	97	95
83	CC(=O)N1CCN(CC(=O)Nc2ccc3c(c2)CCC3)CC1	98	2	92	0	101	-7	99	100
84	COc1cc(NC(=O)c2cccnc2Sc2ccc(C)c(C)c2)cc(OC)c1OC	97	-17	100	1	107	6	100	102
85	CCCNC(=O)c1cccc(NC(=O)C(C)C)c1	103	-11	91	4	101	3	96	100
